Source: PubChem BioAssay (National Center for Advancing Translational Sciences (NCATS))
TDP-43 yeast inh: rescues yeast growth from TDP-43 toxicity; TDP-43 expressing yeast growth rescue, BacTiter-Glo, 24 h; Potency, µM (series often up to 46.1 µM), for inactives: top-dose growth rescue (activation), hits mostly activators; hit rate 1.8% among 410,000; AID 652104; also: potency is read from the fitted curve at half-maximal effect; % of control where 0% means no effect; nearly all actives have a fitted effect of over 50% in size
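Cell-based yeast growth screen: TDP-43 expression induced in galactose, inoculum OD600=0.02 after raffinose pregrowth to mid-log. Read-out BacTiter-Glo luminescence at 24 hr, 30 deg C; inhibition of toxicity seen as signal increase.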
DRD3 antagonist: blocks the human D3 dopamine receptor; D3R cells, DiscoveRx beta-arrestin luminescence, antagonist mode; stronger effect = lower value; max response, negative = inhibition, %; hit rate 2.5% among 360,000; in the data active = max response below about -50%; inconclusive = no clear call, values can overlap the other calls; also: % is scaled to controls: 0 for no effect and ±100 for the full control effect; mostly tested at two doses, the higher about 12 µM
Target sequence (P35462 whole entry, looked up): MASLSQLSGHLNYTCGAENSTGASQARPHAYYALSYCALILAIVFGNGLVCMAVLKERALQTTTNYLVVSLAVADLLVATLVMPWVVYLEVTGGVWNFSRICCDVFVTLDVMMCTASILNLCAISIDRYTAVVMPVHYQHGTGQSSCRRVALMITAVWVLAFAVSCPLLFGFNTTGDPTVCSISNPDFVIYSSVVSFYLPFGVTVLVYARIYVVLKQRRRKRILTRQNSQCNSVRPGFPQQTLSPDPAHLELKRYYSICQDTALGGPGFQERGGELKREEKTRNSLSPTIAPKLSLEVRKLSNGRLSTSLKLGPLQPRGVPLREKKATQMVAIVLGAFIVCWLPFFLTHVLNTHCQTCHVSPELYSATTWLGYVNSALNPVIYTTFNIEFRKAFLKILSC
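Cells plated overnight at 1500 cells/well, then exposed to library compounds with dopamine controls for 90 minutes at 37 degrees C. DiscoveRx reagent added for 30–60 minutes at room temperature; luminescence read, quantitative HTS format.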
DRD3 agonist: activates the human D3 dopamine receptor; D3R DiscoveRx beta-arrestin cells, luminescence, 90 min; max activation, %; hit rate 0.58% among 410,000; AID 652048; in the data active = max activation above about 30%; also: 0% is about no effect; mostly tested at two doses, the higher about 12 µM
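Agonist mode: compounds and dopamine controls were applied to plated cells for 90 min at 37 degrees C after an overnight attachment at 1500 cells/well. Luminescent read-out followed 30 - 60 minutes at room temperature with DiscoveRx detection reagent.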
EPAC2 agonist: agonists of human EPAC2 (RAPGEF4). EPAC2 activation, biochemical qHTS; response scale: 100% = 6.5 mM cAMP response. AID 720711. Potency, µM (highest dose often 154 µM), without a hit: top-dose activation, usual class: activators. hit rate 0.079% among 360,000; also: potency is read from the fitted curve at half-maximal effect; nearly all actives have a fitted effect of over 50% in size
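Fluorescence exchange assay: 100 nM EPAC2 with 250 nM RAP1B-BODIPY-GDP and 50 uM GDP; compounds tested as a concentration-titration series (qHTS). Loss of Rap1-bound BODIPY-GDP fluorescence read at 480/540 nm; data normalized to 6.5 mM cAMP.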
EPAC2 antagonist: blocks human EPAC2 exchange factor. hit rate 0.18% among 360,000. Potency, µM (series often up to 114 µM), for inactives: at the top dose activity, negative = inhibition, most hits filed as inhibitors. Q8WZA2. EPAC2 GEF exchange of Rap1B-BODIPY-GDP, fluorescence; also: potency is read from the fitted curve at half-maximal effect; % is scaled to controls: 0 for no effect and ±100 for the full control effect; nearly all actives have a fitted effect of over 45% in size; many of its hits are not listed in these tables
aSyn rescue: alpha-synuclein toxicity inhibition in yeast; Yeast expressing alpha-synuclein, growth rescue, BacTiter-Glo, 24 h; Potency, µM (top dose mostly 46.1 µM), for inactives: at the highest dose growth rescue (activation), actives largely listed as activators; hit rate 0.14% among 370,000; also: potency is read from the fitted curve at half-maximal effect; % of control where 0% means no effect; nearly all actives have a fitted effect of over 65% in size
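Rescue of yeast growth: cells expressing toxic alpha-synuclein, induced in galactose at OD600 0.02, incubated with compound 24 h at 30 C. ATP luminescence quantified growth; inhibitors of toxicity appear as activators.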
FUS yeast rescue: suppressors of FUS proteinopathy in yeast | hit rate 0.24% among 390,000 | AID 1347120 | Potency, µM (doses to about 76.6 µM), without a hit: top-dose growth rescue (activation), usual class: activators | S. cerevisiae FUS-expressing, growth rescue, OD600, 24 h;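 also: potency is read from the fitted curve at half-maximal effect; plate controls were DMSO vehicle for no effect and reference control for full effect; nearly all actives have a fitted effect of over 55% in size; some results filed as inactive show a strong effect at the top dose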
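Read-out: OD at 600 nm after 24hr at 30C, reporting rescue of FUS-induced yeast toxicity. Cells at OD 0.005 in galactose (2%) minimal medium; compounds tested in a dilution series; CP55940 titration from 92uM final as control.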
Abeta rescue: restores growth of yeast expressing A-beta42 peptide | AID 1347071 | yeast expressing A-beta42, growth rescue, OD600, 48 h; response scale: 0% DMSO, 100% iron-clioquinol control | Potency, µM (highest dose often 46.1 µM), inactives show at the highest dose growth rescue, hits mostly activators | hit rate 0.063% among 410,000; also: potency is read from the fitted curve at half-maximal effect; nearly all actives have a fitted effect of over 55% in size
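Yeast growth medium received pinned compounds, then yeast cells expressing toxic A-beta were added; plates incubated at 30 C for 48 hr. Growth read as absorbance at 600 nm, normalized to DMSO and equimolar FeCl3 plus clioquinol controls.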
* = called active by the depositor; ? = inconclusive; / = no result given; & = joins results of further samples; [ ] = another dose, or the depositor's remark. Unless noted, calls follow the shape of the dose curve; as a rule, active = well fitted curve in the direction sought with a large enough effect; inconclusive = small, poorly fitted or top-dose-only effect, or another doubt; inactive = no such curve, though single readings can be large; an effect the other way counts as inactive or inconclusive.

SMILES | TDP-43 yeast inh | DRD3 antagonist | DRD3 agonist | EPAC2 agonist | EPAC2 antagonist | aSyn rescue | FUS yeast rescue | Abeta rescue
[O-]/[N+](=C\c1ccncc1)c1ccccc1 | 0.8% | -24.9 | -2.4 | 3.9% | 3.4% | -8.1% | / | -3.5%
CCCOc1ccc(N2C(=O)C3ON(c4ccccc4)C(CCC)C3C2=O)cc1 (stereo not given) | 5.0% | 12.4 | 2.5 | 1.3% | -14.4% | 13.4% | -23.2% | ?
COc1ccc2oc(=O)cc(CN3CCN(Cc4ccc(OC)c(OC)c4OC)CC3)c2c1 | -2.3% | -14.0 | -10.6 | 7.7% | -10.1% | -5.0% | 12.9% | -11.3%
O=C(c1ccc(Cl)s1)N(Cc1nnc(-c2ccccc2Cl)o1)C1CC1 | 18.5% | 8.0 | 2.6 | 13.2% | -6.2% | -0.5% | 23.6% | 2.3%
CNC(=O)c1c(NC(=O)c2ccc(S(=O)(=O)N(C)c3ccccc3)cc2)sc2c1CCN(C(C)C)C2 | 3.3% | 22.1 | 4.2 | ? | 4.4% | -1.0% | ? | -5.5%
Cc1cccc(CC2CC(=O)N(C3CCCCC3)C2=O)c1 (stereo not given) | -29.6% | 4.3 | -4.1 | 15.0% | 16.5% | -8.0% | / | 4.3%
CCN(c1cccc(C)c1)S(=O)(=O)c1ccc2c(c1)CCCN2C(C)=O | -3.9% | -17.6 | -15.1 | -4.0% | -26.0% | ? | -0.9% | -15.2%
COc1ccc(CCN(C)C(=O)CN2C(=O)NC3(CCCc4ccccc43)C2=O)cc1OC (stereo not given) | -26.5% | -2.5 | -2.3 | -1.2% | 5.3% | 7.0% | 1.8% | -18.9%
CC1CN(C(=O)c2ccc(COc3ccccc3Cl)o2)CC(C)O1 (stereo not given) | 11.0% | -9.6 | -1.0 | 14.5% | 16.4% | -0.6% | 7.9% | -5.9%
CCNc1nc(SCC(=O)Nc2ccccc2)nc(N2CCOCC2)n1 | -16.5% | 22.6 | 3.0 | 19.3% | 1.5% | -3.5% | -8.8% | 2.9%
Cc1ccc(OC(C)C(=O)N2CCCc3ccccc32)cc1 (stereo not given) | 11.3% | -26.2 | 0.0 | 7.7% | -3.1% | 7.9% | 17.6% | -1.0%
CC(C)(C)C(=O)Nc1ccc(S(=O)(=O)N2CCC(c3nc4ccccc4[nH]3)CC2)cc1 | -16.6% | -1.2 | -18.3 | 8.7% | 12.4% | -4.7% | 44.0% | -8.4%

Three entries drawn at random from the list so far, as already listed:
SMILES | TDP-43 yeast inh | DRD3 antagonist | DRD3 agonist | EPAC2 agonist | EPAC2 antagonist | aSyn rescue | FUS yeast rescue | Abeta rescue
Cc1cccc(CC2CC(=O)N(C3CCCCC3)C2=O)c1 (stereo not given) | -29.6% | 4.3 | -4.1 | 15.0% | 16.5% | -8.0% | / | 4.3%
Cc1ccc(OC(C)C(=O)N2CCCc3ccccc32)cc1 (stereo not given) | 11.3% | -26.2 | 0.0 | 7.7% | -3.1% | 7.9% | 17.6% | -1.0%
[O-]/[N+](=C\c1ccncc1)c1ccccc1 | 0.8% | -24.9 | -2.4 | 3.9% | 3.4% | -8.1% | / | -3.5%

(cont.)
SMILES | TDP-43 yeast inh | DRD3 antagonist | DRD3 agonist | EPAC2 agonist | EPAC2 antagonist | aSyn rescue | FUS yeast rescue | Abeta rescue
Cc1cccc2c3c([nH]c12)C(=O)CC(C)(C)S3 | 22.7% | -3.5 | 3.2 | -1.1% | 13.0% | -3.2% | -8.1% | -4.8%
O=C(Nc1ccc(O)c(-c2nc3ccccc3o2)c1)c1ccc(Br)cc1 | 3.4% | / | -12.7 | / | / | / | 4.9% | 0.8%
Cc1cc(C)c(C)c(OCCOCCN2CCN(C)CC2)c1 | 14.9% | -3.4 | -20.7 | 8.9% | -3.2% | -0.7% | / | -10.5%
Cn1c(=O)c2sccc2n2c(CCCC(=O)Nc3ccc(F)cc3F)nnc12 | -6.5%&11.5% | -15.9 | -10.5&9.7 | 7.2% | 5.7% | 0.9% | -8.8%&-5.2% | -2.6%&-11.8%
CCOC(=O)CN(C)C(=O)C1CCCN1C(=O)OC(C)(C)C (stereo not given) | 2.9% | 0.0 | -8.1 | 3.9% | 7.6% | 1.1% | -26.3% | -11.1%
O=C(Nc1ccc(N2CCOCC2)c(Cl)c1)c1ccc(-n2cnnc2)cc1Cl | -31.8%[inhibitor] | 21.4 | 2.3 | 7.2% | 6.5% | 3.6% | / | -16.3%
O=C(COc1ccc(S(=O)(=O)N2CCOCC2)cc1)NC1CCCCC1 | 8.8% | -3.9 | 2.8 | 10.3% | -0.5% | 2.7% | -9.8% | -2.4%
CCCCc1ccc(NC(=O)N[C@H](C(=O)O)C(C)CC)cc1 (stereo not given in full) | -4.8% | 3.9 | 2.5 | -1.0% | -0.5% | 9.1% | 22.2% | 16.2%
O=C(NCCc1cccc(F)c1)/C(=C/c1cccnc1)NC(=O)c1ccccc1 | -3.5% | 10.2 | -1.7 | 8.1% | 7.1%[57.1 µM] | 0.3% | -1.7% | -10.0%
COc1ccc(CCNC(=O)c2c(O)c3ccccc3n(C)c2=O)cc1 | -21.5% | 5.9 | 36.8* | 11.4% | 11.0% | -0.2% | 23.3% | -11.7%
Cc1ccc2nsnc2c1NC(=O)c1ccccc1[N+](=O)[O-] | 14.3% | 4.4 | 0.6 | 4.3% | -0.7% | 0.2% | / | -7.2%
O=C(NNc1c(F)c(F)cc(F)c1F)C1CCN(S(=O)(=O)c2ccccc2F)CC1 | 9.3% | 7.0 | -1.7 | 2.7% | 13.4% | 6.4% | -18.9% | 2.1%
COc1ccccc1NC(=O)CC1C(=O)NCCN1C(=O)Nc1ccc(Cl)c(Cl)c1 (stereo not given) | 0.4% | -4.3 | -4.7 | 3.9% | 1.5% | -6.5% | 26.0% | -1.2%
COc1ccc(CN2C3CCCC2CC(NC(=O)Nc2cccc(C)c2)C3)cc1 (stereo not given) | 5.4% | -77.6* | -0.5 | -0.2% | -1.9% | 2.6% | -3.6% | 11.1%
COc1cccc(CCNC(=O)COc2cccc3c2OC(C)(C)C3)c1 | 0.0% | 5.8 | 6.6 | 1.1% | 1.6% | 9.5% | -3.8% | 2.2%
CCOc1ccccc1CNC(=O)CCCC(=O)n1nc(C)c2ccccc21 | 20.8% | -0.8 | 3.6 | -1.3% | 1.0% | -2.2% | -13.7% | /
Cc1ccccc1-c1cnc(C(O)c2c(C)cccc2C)[nH]1 (stereo not given) | -24.8% | -52.3* | -14.8 | 5.9% | 9.2% | -10.1% | -42.5% | -17.8%
CCOC(=O)c1c(C)[nH]c(CCC(=O)NCc2ccc(CC)cc2)c1C | 20.1% | / | 11.1 | / | / | / | 14.7% | -10.4%
Fc1ccc(C2c3cccn3CCN2C(=S)Nc2cccc(F)c2)cc1 (stereo not given) | 0.0% | -3.5 | -2.6 | 17.4% | 3.0% | -19.9% | 22.5% | ?
CCOc1ccc(C(=O)CCC(=O)NNC(=O)c2ccccc2O)cc1 | -8.8% | 0.0 | 7.9 | 7.6% | 2.8% | -6.8% | 4.2% | 5.6%
CN(C(=O)CN1CCC(NC(=O)C2CCCCC2)CC1)C1CCCCC1 | 2.6% | 6.7 | 0.7 | 3.6% | -1.9% | 4.7% | 7.6% | 3.9%
Cn1c(NC(=O)COc2ccccc2)cc(=O)n(C)c1=O | -21.5% | ? | -0.3 | 10.4% | -3.1% | -1.9% | 59.0% | 4.2%
COCCCN(CCC#N)C(=O)c1c(-c2c(Cl)cccc2Cl)noc1C | -4.2% | -3.8 | -0.7 | 2.9% | -2.7% | -0.6% | -12.1% | 7.4%
CC(=O)Nc1cccc(NC(=O)C(C)N2c3cccc4cccc(c34)S2(=O)=O)c1 (stereo not given) | 18.8% | -17.8 | -3.1 | 10.2% | -8.1% | -1.0% | 25.5% | -18.2%
CC(=O)c1cc(-c2ccccc2)n(CC(=O)N2CCN(C3CCCC3)CC2)c1C | -31.4%[inhibitor] | -2.5 | -1.7 | 3.7% | 9.3% | -6.7% | 8.7% | -0.4%
COc1cccc(-c2nn(C)c3sc(C(=O)NCCCN(C)Cc4ccccc4)cc23)c1 | -17.1% | -53.3* | -15.9 | 9.5% | 0.0% | -17.6% | 32.9% | ?
N#Cc1cccc(-n2c(-c3ccccc3)nnc2-c2ccccc2)c1C#N | -22.3% | 35.3 | -2.4 | 13.1% | -0.6% | 8.1% | ? | 2.9%
C=CCN(Cc1cc(OC)ccc1OC)C(=O)c1cc2ccc(OC)cc2[nH]1 | 4.5% | -15.6 | 0.6 | 13.0% | -12.4% | 0.0% | ? | -11.6%
CCCCCC(=O)NC(=S)Nc1cccc(C(C)=O)c1 | -14.0%[0.397 µM] | -3.2 | 1.3 | 8.0% | -7.4% | 4.3% | 3.4% | 8.91µM*
CCOC(=O)N1CCC(N2Cc3cccc(C(=O)Nc4ccc(S(=O)(=O)N(CC)CC)cc4)c3C2=O)CC1 | -8.7% | 5.3 | -2.4 | -2.7% | -3.5% | -9.5% | 12.5% | 3.1%
Cc1cc(NC(=O)C(C)SCC(=O)Nc2cccc(S(=O)(=O)N3CCCCCC3)c2)no1 (stereo not given) | 6.4% | -18.1 | -4.6 | 0.6% | 16.4% | -5.6% | 6.2% | -8.5%
CC(C)NC(=O)NC(=O)CSc1ccc(S(=O)(=O)N2CCCC2)cn1 | 2.0% | 4.1 | -1.8 | -9.0% | -1.8% | 1.0% | 11.4% | -1.3%
Cc1ccc(NC(=O)C2CC(=O)OC23CCOC(C)(C)C3)cc1 (stereo not given) | 5.7% | 15.0 | 1.2 | -12.8% | 9.9% | 2.3% | 4.5% | 18.9%
CCc1nc2c(c(SC)nn2-c2ccccc2)c(N)c1C(=O)OC | -5.1% | 22.8 | 1.9 | 10.2% | -6.0% | 0.0% | -29.3% | -13.2%
O=C(CCn1c(=O)oc2ccccc21)n1c(=O)oc2ccccc21 | ? | 4.4 | 6.1 | 7.8% | -1.1% | 15.1% | -0.6% | 2.5%
COc1cc(C(C)=O)ccc1OCCCOc1cccc2cccnc12 | / | 14.9 | 9.5 | 4.1% | -8.2% | 1.0% | 0.8% | 14.2%

A portion of the library; rates above refer to the full screens.
